Screens from PubChem BioAssay.
HT1080NT lethal – kills 2HG-producing HT-1080-NT fibrosarcoma cells | HT-1080-NT fibrosarcoma viability, CellTiter-Glo ATP luminescence, 48 h | Potency, µM (top dose mostly 46.1 µM), without a hit: at the highest dose activity, negative = less viability, actives largely listed as cytotoxic | 360,000 compounds, 1.6% hits | AID 686970;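 note: NT is the 2HG producing partner of a matched IDH1 knockdown line; 0% = DMSO-treated cells and -100% = media-only wells without cells; nearly all actives have a fitted effect of over 55% in size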
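Viability by CellTiter-Glo luminescence after 48 h compound exposure at 37C of HT-1080-NT cells (750/well, RPMI, 5% FBS). % activity scaled between DMSO wells and medium-only wells, then curve-fitted and categorized by curve class.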
TDP43 rescue – inhibitors of TDP-43 toxicity in yeast. TDP-43 expressing yeast growth rescue, BacTiter-Glo, 24 h. Potency, µM (highest dose often 46.1 µM), for the others: at the top dose growth rescue (activation), most hits filed as activators. 410,000 compounds, 1.8% hits. AID 652104; note: % of control where 0% means no effect; nearly all actives have a fitted effect of over 50% in size
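Readout is BacTiter-Glo luminescence of cell growth, so inhibitors register as activators. TDP-43-expressing yeast at OD600=0.02 in galactose medium, after raffinose pregrowth to mid-log, were incubated with compound for 24 hr at 30 deg C.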
HEK293 tox – cytotoxicity in counter-screen for GLP-1R inverse agonists. Potency, µM (series often up to 38.3 µM), without a hit: at the highest dose activity change, negative = inhibition, most hits filed as inhibitors. HEK293 cAMP-luciferase reporter cells, luminescence, 24 h. AID 624418. 410,000 compounds, 0.13% hits;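 note: loss of luciferase light is scored as toxicity; % is set by controls: 0 for no effect and ±100 for the full control effect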
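Step one: seed cells (200 cells/uL, DMEM with 10% Nu serum, 1% pen-strep). Step two: 12-hour incubation at 37 deg C. Step three: pin 23 nL compound, incubate 24 hr. Step four: add luciferase reagent, read luminescence 12 min later.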
SW480 rerep – DNA re-replication induction in SW480 cells; Potency, µM (doses to about 46.1 µM), for the others: at the highest dose re-replication activation, most hits filed as activators; 340,000 compounds, 1.8% hits; AID 624297; SW480 DNA re-replication, Hoechst DNA content imaging, 48 h; note: % of control where 0% means no effect; nearly all actives have a fitted effect of over 55% in size
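Compounds, transferred as 23 nL by pin tool, were incubated with cells for 48 hr; DNA content per nucleus was then quantified by Hoechst staining and fluorescence plate imaging.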
KB-3-1 tox – kills parental KB-3-1 adenocarcinoma cells; KB-3-1 viability, CellTiter-Glo ATP luminescence, 72 h; Potency, µM (doses to about 46.1 µM), without a hit: top-dose activity change, negative = cytotoxic, most hits filed as cytotoxic; 400,000 compounds, 1.4% hits; AID 1347075; note: % is set by controls: 0 for no effect and ±100 for the full control effect; nearly all actives have a fitted effect of over 60% in size
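Viability of parental KB-3-1 cells, measured by CellTiter-Glo luminescence, followed a 72 h incubation at 37 °C with pinned compounds in phenol-red-free DMEM containing 10% FBS.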
KB-V1 cytotox – KB-V1 MDR subline cytotoxicity; Potency, µM (series often up to 46.1 µM), for inactives: top-dose activity change, negative = cytotoxicity, actives largely listed as cytotoxic; 400,000 compounds, 3.4% hits; KB-V1 MDR cells viability, CellTiter-Glo, 72 h; note: % is set by controls: 0 for no effect and ±100 for the full control effect; nearly all actives have a fitted effect of over 60% in size
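KB-V1 MDR subline cells in DMEM (phenol-red free, 10% FBS) exposed to compounds in qHTS concentration series for 72 h at 37 degrees C. Viability read by CellTiter-Glo luminescence; concentration-effect curves fitted after normalization and correction.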
GLP-1R agonist – GLP-1 receptor (human) agonism | AID 624172 | Potency, µM (highest dose often 45.6 µM), without a hit: top-dose activation, hits mostly activators | HEK293 GLP-1R CRE-luciferase, luminescence, 4-6 h; cells express a hypersensitive GLP-1R form | 380,000 compounds, 0.007% hits; note: % of control where 0% means no effect
Target sequence (P43220 whole entry, looked up): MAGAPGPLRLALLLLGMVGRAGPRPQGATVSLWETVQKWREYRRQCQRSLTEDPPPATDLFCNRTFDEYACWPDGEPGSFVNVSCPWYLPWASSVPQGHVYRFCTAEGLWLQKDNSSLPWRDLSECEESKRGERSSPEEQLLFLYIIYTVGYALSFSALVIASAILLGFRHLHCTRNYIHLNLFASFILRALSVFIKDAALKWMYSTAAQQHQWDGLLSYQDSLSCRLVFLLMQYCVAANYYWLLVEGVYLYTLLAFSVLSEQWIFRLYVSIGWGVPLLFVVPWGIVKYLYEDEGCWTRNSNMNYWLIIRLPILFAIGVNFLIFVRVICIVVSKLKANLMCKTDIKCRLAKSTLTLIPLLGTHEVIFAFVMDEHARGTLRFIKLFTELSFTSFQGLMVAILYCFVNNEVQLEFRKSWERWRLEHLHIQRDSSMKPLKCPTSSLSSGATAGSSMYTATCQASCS
GLP1R inv ag – acts as inverse agonist at human GLP-1 receptor | P43220 | HEK293 GLP-1R CRE-luciferase, luminescence, 24 h; GLP-1R form is constitutively active | Potency, µM (highest dose often 38.3 µM), without a hit: at the top dose activity change, negative = inhibition, usual class: inhibitors | 410,000 compounds, 1.6% hits | AID 624417; note: % is set by controls: 0 for no effect and ±100 for the full control effect; nearly all actives have a fitted effect of over 55% in size
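Luminescence readout: a drop in cAMP-driven luciferase signal flags inverse agonism at a constitutively active GLP-1R stably expressed in HEK293. Compound exposure lasted 24 hr at 37 deg C, 5% CO2.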
HT1080 IDH1KD tx – toxicity to HT-1080 IDH1 knockdown cells (counter line); HT-1080 IDH1 knockdown viability, ATP luminescence, 48 h; Potency, µM (series often up to 46.1 µM), for the others: top-dose activity, negative = toxicity, most hits filed as cytotoxic; 360,000 compounds, 2% hits; AID 686971;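 note: 0% = DMSO wells and -100% = cell-free medium wells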
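IDH1KD HT-1080 cells, 750/well, RPMI + 5% FBS; compound pinned after 2 h settling; 48 h, 37 °C; CellTiter-Glo luminescence; % activity normalised to DMSO and no-cell wells; curves fitted, classed by r2 and efficacy.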
* = called active by the depositor; ? = inconclusive; · = not tested or not shown; [ ] = remark or other dose. Calls come from the whole dose curve; as a rule, active = well fitted curve in the direction sought with a large enough effect; inconclusive = small, poorly fitted or top-dose-only effect, or another doubt; inactive = no such curve, though single readings can be large; an effect the other way counts as inactive or inconclusive. Potency is the fitted concentration of half-maximal effect. No enrichment for hits; 9.4% or so of the library scored in one or more.

#	mol	HT1080NT lethal	TDP43 rescue	HEK293 tox	SW480 rerep	KB-3-1 tox	KB-V1 cytotox	GLP-1R agonist	GLP1R inv ag	HT1080 IDH1KD tx
1	COc1ccc(NC2CCCN(C(=O)CN3C(=O)c4ccccc4C3=O)C2)cc1OC (centres undefined)	-6.5%	2.4%	-4.0%	-9.1%	9.1%	22.1%	6.4%	1.2%	9.8%
2	CCOc1ccc(NC(=O)NC(=O)N(C)S(=O)(=O)c2ccc(C)cc2)cc1	0.4%	3.4%	5.9%	-16.6%	17.0%	?	2.0%	-6.7%	0.4%
3	CC1(C)CC(=O)C=C(NCc2cccs2)C1	2.7%	-1.3%	2.3%	-1.2%	1.8%	6.2%	0.4%	14.4%	1.8%
4	Cc1cc(C)cc(OCC(=O)OCC(=O)Nc2c(C)n(C)n(-c3ccccc3)c2=O)c1	-7.9%	-41.8%[inhibitor]	4.6%	?	1.2%	1.1%	0.4%	-1.5%	-7.1%
5	CCOc1ccc(OCC)c(NC(=O)CN2CCN(CC(=O)NC(C)C)CC2)c1	3.3%	-14.2%	2.9%	5.1%	0.0%	-27.2%	5.4%	12.0%	1.8%
6	N#Cc1c(-c2ccccc2Cl)cc(-c2ccccc2)nc1Br	-12.1%	-6.3%	-0.9%	?	-9.4%	-28.6%	-9.2%	?	-1.5%
7	CC(C)(C)n1nnnc1CN(Cc1cccnc1)Cc1ccccc1Cl	-0.4%	-1.3%	-4.7%	-3.6%[9.22 µM]	0.0%	-8.1%	4.1%	5.1%	?
8	CC(=O)CCc1ccc(OCCCCn2cncn2)cc1	-2.0%	7.0%	23.8%	-6.9%[9.22 µM]	0.0%	1.4%	-4.7%	10.3%	-1.6%
9	CCOC(=O)c1ccc2c(c1)nc(SCC(=O)c1cc3ccccc3o1)n2CC	-9.2%	?	-7.5%	-1.5%	2.8%	18.4µM*	20.4%	0.0%	0.5%
10	O=S(=O)(c1ccc(Br)cc1)N1CCN=C1SCc1cccnc1	29.3%	20.3%	5.1%	0.4%	0.8%	?	-0.4%	18.2%	6.5%
11	CCOc1ccc(N2C(N)=NC(N)=NC2(C)C)cc1	?	7.2%	-3.1%	-4.6%	?	23.7%	2.5%	-0.2%	10.3µM*
12	N#Cc1cc(C(=O)c2cc(Br)ccc2O)cn(C2CCCCC2)c1=O	2.2%	-21.1%	-25.5%	?	?	?	-0.1%	0.0%	-22.8%
13	Cc1ccc(S(=O)(=O)N(C)C)cc1NC(=O)CN1CCCC1	3.9%	-11.1%	-1.8%	2.6%	4.9%	8.0%	12.3%	12.5%	2.1%
14	CC(C)N(C(=O)NC(=O)Nc1ccccn1)S(C)(=O)=O	19.2%	-22.6%[9.22 µM]	-5.6%	-15.6%	3.8%	20.1%	-0.5%	0.9%	17.5%
15	Cc1ccc(NC(=O)Nc2cc3c(cc2N2CCCCC2)n(C)c(=O)n3C)cc1Cl	·	18.0%	-3.3%	·	0.0%	-26.8%	-4.8%	-1.0%	·
16	CC(=O)c1ccc(NS(=O)(=O)c2ccc3c(c2)CCC(=O)N3)cc1	-2.7%[9.24 µM]	-12.6%	-4.8%	1.7%	-4.6%	?	-6.8%	4.3%	0.0%
17	C[C@@H](NC(=O)C1(c2ccccc2)CCN(C(=O)OC(C)(C)C)CC1)C(=O)N[C@@H](C(=O)O)c1ccccc1	-1.7%	13.0%	-5.1%	-27.6%	0.0%	-2.7%	-1.5%	19.9%	-5.8%
18	COC(=O)C1=C(C)Nc2ncnn2C1c1ccco1 (centres undefined)	16.8%	-2.6%	-4.6%	-0.4%	18.1%	14.0%	-10.1%	-19.4%	18.3%
19	COC(=O)[C@@]1(Cc2ccc(F)cc2)[C@H]2c3cc(C(=O)N4CCCC4)n(CCSCCO)c3C[C@H]2CN1C(=O)c1ccccc1	?	15.2%	4.6%	·	?	-0.2%	7.0%	?	-19.4%
20	COc1cc(Cl)c(S(=O)(=O)NCc2ccccn2)cc1Cl	8.2%	-6.8%	2.2%	-10.2%	15.7%	3.2%	-6.5%	5.4%	12.9%
21	Cc1ccc(C2(CCNCc3ccc(N(C)C)cc3)CCOC(C(C)C)C2)cc1 (centres undefined)	23.1µM*	0.5%	-2.3%[7.66 µM]	?	?	?	-3.3%	-4.9%[7.66 µM]	18.4µM*
22	O=C(c1cccc(N2C(=O)C3C4C=CC(C4)C3C2=O)c1)N1CCN(c2ccccc2Cl)CC1 (centres undefined)	-5.1%	14.6%	2.3%	27.4%	-9.2%	-16.5%	4.9%	-14.2%	-8.9%
23	CCOC(=O)c1ccc(N=Nc2c(C)c(C#N)c(O)[nH]c2=O)cc1	4.0%	0.2%	6.9%	-3.6%	10.4%	0.0%	6.9%	12.2%	23.8%
24	COc1cccc(C(=O)Nc2nnc(-c3ccc(OC)cc3OC)s2)c1	16.2%	10.2%	10.7%	-5.8%	10.8%	-1.0%	0.3%	14.6%	9.8%
25	CC1Cc2ccccc2N1C1=NS(=O)(=O)c2ccccc21 (centres undefined)	5.4%	-16.9%	-3.0%	-4.6%	-1.3%	-9.1%	2.6%	0.0%	1.0%

Quoted at random: 2 entries already listed
#	mol	HT1080NT lethal	TDP43 rescue	HEK293 tox	SW480 rerep	KB-3-1 tox	KB-V1 cytotox	GLP-1R agonist	GLP1R inv ag	HT1080 IDH1KD tx
1	COc1ccc(NC2CCCN(C(=O)CN3C(=O)c4ccccc4C3=O)C2)cc1OC (centres undefined)	-6.5%	2.4%	-4.0%	-9.1%	9.1%	22.1%	6.4%	1.2%	9.8%
20	COc1cc(Cl)c(S(=O)(=O)NCc2ccccn2)cc1Cl	8.2%	-6.8%	2.2%	-10.2%	15.7%	3.2%	-6.5%	5.4%	12.9%

Later entries:
#	mol	HT1080NT lethal	TDP43 rescue	HEK293 tox	SW480 rerep	KB-3-1 tox	KB-V1 cytotox	GLP-1R agonist	GLP1R inv ag	HT1080 IDH1KD tx
26	CCC(NC(=O)c1ccccc1NC(=O)c1ccccc1)C(=O)O (centres undefined)	7.1%	0.8%	-0.4%	-8.2%	10.3%	13.5%	0.2%	3.7%	-0.5%
27	COC(=O)CSc1nc2cc(Cl)ccc2c(=O)n1C1CCCC1	-1.7%	?	2.4%	1.1%	-13.3%	10.9%	2.7%	3.0%	1.4%
28	COCCCNC(=S)N1CCN(S(C)(=O)=O)CC1	-2.3%	1.3%	23.4%	4.7%	-14.2%	-12.0%	6.5%	16.3%	-2.7%
29	COc1ccc2c(c1)-c1nc(/N=C/c3ccc(O)c(OC)c3)sc1CC2	-1.1%	-1.7%	-2.2%	·	0.0%	-16.1%	16.1%	-6.6%	0.2%
30	CCCCN(C)c1c(C)nc2ccc(C(=O)NCCOc3ccc(OC)cc3)cn12	-1.4%	24.7%	-5.5%	·	-0.1%	-11.9%	15.6%	?	-24.0%
31	Cc1ccc(S(=O)(=O)N(C)C)cc1NC(=O)COc1ccccc1C(=O)Nc1ccccc1	1.2%	17.8%	?	-5.1%	-6.0%	?	0.0%	?	1.8%
32	O=C(CN(c1ccc2c(c1)OCCO2)S(=O)(=O)c1ccccc1)NCc1ccc(Cl)cc1	-2.1%	1.4%	-2.3%	5.1%	-21.1%	3.66µM*	5.3%	?	-4.2%
33	Oc1[nH]c(=S)sc1/C=C1\C(c2ccccc2)=Nc2ccccc21	?	23.6%	?	8.3%	15.5%	14.0%	-6.0%	-29.5%	?
34	O=C(NCc1ccc2c(c1)CCN2C(=O)c1ccncc1)c1cccc(Cl)c1	·	12.7%	-4.8%	·	-17.3%	9.3%	·	12.9%	·
35	COc1ccc(NC(=O)CNC(=O)Cc2cccc3ccccc23)cc1	0.6%	33.4%	-1.1%	0.3%	-9.8%	0.4%	2.0%	-30.4%	1.9%
36	O=C(CCc1ccc(Oc2cc([N+](=O)[O-])cc([N+](=O)[O-])c2)cc1)NC1CCCC1	-5.8%	13.1%	-15.0%	-59.4%	1.0%	-13.3%	10.9%	-11.0%	-3.9%
37	Cc1ccc(S(=O)(=O)N2CCCOC2CNC(=O)C(=O)NCCN2CCOCC2)cc1 (centres undefined)	-2.5%	-9.7%	5.6%	0.7%	8.5%	3.1%	-4.5%	-1.0%	-5.3%
38	Nc1nc(N)c2sc3nc4c(cc3c2n1)CCC4	-11.1%	-3.1%	21.1%	-0.2%	-12.4%	20.6µM*	6.3%	158.7%[activator]	-2.0%[9.24 µM]
39	Clc1ccc(CO/N=C2\CCCc3nonc32)cc1	-3.8%	?	1.6%	-2.2%	0.3%	-7.9%	10.1%	?	-4.7%
40	CN1CCN(C(=O)NCC23CC4CC(CC(C4)C2)C3)CC1	7.4%	12.7%	-8.3%	-0.9%	3.9%	-2.8%	-0.4%	-3.6%	11.6%
41	CC(C)(C)C(=O)OCC1OC(n2cnc(C(N)=O)n2)C(O)C1O (centres undefined)	2.7%	-21.7%	1.1%	4.5%	5.0%	14.6%	-3.4%	0.0%	6.9%
42	O=C(NCCc1ccccc1)C1C(=O)Nc2ccccc2C(=O)N1C1CCCCC1 (centres undefined)	7.3%	?	-8.5%	·	8.0%	-9.6%	·	17.1%	14.2%
43	O=S(=O)(c1ccc(SCCOc2ccccc2Cl)nc1)N1CCCC1	-11.9%[9.24 µM]	19.9%	17.6%	-40.8%	-14.4%	-6.7%	5.5%	?	-14.6%
44	CCOC(=O)CSc1nc2sc(C)c(C)c2c(=O)n1N	-0.1%	-0.6%	66.6%[activator]	?	1.0%	-21.2%	0.7%	4.3%	0.6%
